Screening data: PubChem, National Center for Advancing Translational Sciences (NCATS)
AmpC det inh: AmpC beta-lactamase inhibition, detergent assay. purified AmpC, nitrocefin hydrolysis with detergent. Potency, µM (titrated, usually from 28.7 µM), without a hit: top-dose activity change, negative = inhibition. AID 584. P00811. 71,000 tested, 0.09% active; active = well fitted curve in the direction sought with a large enough effect
Target sequence (P00811 whole entry, looked up): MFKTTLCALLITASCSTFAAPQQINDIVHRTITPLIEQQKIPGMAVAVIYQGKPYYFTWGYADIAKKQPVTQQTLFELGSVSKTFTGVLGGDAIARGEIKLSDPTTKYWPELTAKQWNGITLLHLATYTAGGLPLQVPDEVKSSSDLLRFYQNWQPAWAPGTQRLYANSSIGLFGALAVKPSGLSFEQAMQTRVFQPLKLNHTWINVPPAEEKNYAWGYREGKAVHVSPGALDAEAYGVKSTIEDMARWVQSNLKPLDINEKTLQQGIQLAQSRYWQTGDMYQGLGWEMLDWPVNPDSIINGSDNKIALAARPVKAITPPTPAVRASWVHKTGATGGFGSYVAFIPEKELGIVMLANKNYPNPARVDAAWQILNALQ
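E. coli AmpC (5.3 nM) in 20 mM phosphate pH 7.0 with 0.01% Triton X-100, preincubated 15 min RT with compound; nitrocefin (2 uL of 800 uM stock) hydrolysis followed by 480 nm absorbance every 20 s over 4 min.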
* = called active by the depositor; & = joins results of further samples; [ ] = another dose, or the depositor's remark. % is scaled to controls: 0 for no effect and ±100 for the full control effect; potency is read from the fitted curve at half-maximal effect.

SMILES	AmpC det inh
C=CCn1c(SCC(=O)NCc2ccccc2)nnc1-c1ccccc1O	-3%
Cn1c(=O)[nH]c2ncn(C)c2c1=O	-1%
COC(=O)c1ccc(NC(=O)CS(=O)(=O)Cc2ccccc2)cc1	-3%
O=C(c1cnccn1)N1CCC2(CC1)CN(Cc1cc(C(F)(F)F)cc(C(F)(F)F)c1)C2	1%
O=c1c2ccccc2nc(-c2ccccc2)n1CCCN1CCOCC1	-2%
Oc1ccccc1C(=S)N1CCCCC1	8%
CN1c2ccccc2N(C)C1c1ccc2c(c1)OCO2	-6%
N[C@H](CCC(=O)N[C@H](CSN=O)C(=O)NCC(=O)O)C(=O)O	-1%&-3%
C=CCn1c(SCC(=O)NCC2CCCO2)nc2scc(-c3ccco3)c2c1=O (stereo not given)	-6%
Cc1onc(-c2c(F)cccc2Cl)c1C(=O)NCc1ccccn1	4%
CCn1nc(C(=O)OCC(=O)N2c3ccccc3CC2C)c2ccccc2c1=O (stereo not given)	14%
Cc1cc(CN2C(=O)c3ccccc3C2=O)on1	-4%
CCC/C(O)=C1\C(=O)CC(C)(C)CC1=Nc1ccc(OC)cc1OC	-4%
COc1cccc(C2CC(=O)NC3=C2C(=O)CCC3)c1 (stereo not given)	-4%
COc1ccc(S(=O)(=O)NCC(c2cccnc2)N2CCN(c3ccccc3OC)CC2)cc1C (stereo not given)	1%
Nc1cc(OC(=O)c2ccco2)nn1S(=O)(=O)c1ccc(F)cc1	-10%
O=C1C2=C(SCCS2)C(=O)N1c1ccccc1	0%
CCS(=O)(=O)Nc1ccc(-c2nnc(SCC(=O)OC)o2)cc1	13%
Cc1onc(-c2ccccc2Cl)c1C(=O)NCCn1ccc2ccccc21	-2%
C=CCOc1cccc(C2C(C(=O)c3ccco3)=C(O)C(=O)N2CCN2CCOCC2)c1 (stereo not given)	11%
O=C(c1cccc(S(=O)(=O)N2CCCCC2)c1)N1CCCCC1	-3%
O=C(c1ccco1)N1CCN(c2cc(=O)n(C3CCCCC3)c(=O)[nH]2)CC1	-5%
CN1CCN(C(=O)c2ccc(-c3nn(C)c(=O)c4ccccc34)cc2)CC1	-3%
COc1cccc(NC(=O)C2CC(=O)N(C)C(=Nc3cccc(F)c3)S2)c1 (stereo not given)	1%

Some of these compounds in order of count of non-hydrogen atoms, lowest first.
SMILES	AmpC det inh
Oc1ccccc1C(=S)N1CCCCC1	8%
O=C1C2=C(SCCS2)C(=O)N1c1ccccc1	0%
Cc1cc(CN2C(=O)c3ccccc3C2=O)on1	-4%
CN1c2ccccc2N(C)C1c1ccc2c(c1)OCO2	-6%
N[C@H](CCC(=O)N[C@H](CSN=O)C(=O)NCC(=O)O)C(=O)O	-1%&-3%
CCS(=O)(=O)Nc1ccc(-c2nnc(SCC(=O)OC)o2)cc1	13%
Nc1cc(OC(=O)c2ccco2)nn1S(=O)(=O)c1ccc(F)cc1	-10%
CCC/C(O)=C1\C(=O)CC(C)(C)CC1=Nc1ccc(OC)cc1OC	-4%
COc1cccc(NC(=O)C2CC(=O)N(C)C(=Nc3cccc(F)c3)S2)c1 (stereo not given)	1%
CCn1nc(C(=O)OCC(=O)N2c3ccccc3CC2C)c2ccccc2c1=O (stereo not given)	14%
C=CCOc1cccc(C2C(C(=O)c3ccco3)=C(O)C(=O)N2CCN2CCOCC2)c1 (stereo not given)	11%
COc1ccc(S(=O)(=O)NCC(c2cccnc2)N2CCN(c3ccccc3OC)CC2)cc1C (stereo not given)	1%

(more compounds)
SMILES	AmpC det inh
CCOC(=O)c1ccc(NCn2c(=O)oc3ccccc32)cc1	11%
Cc1nc2cnc(N3CCNCC3)nc2n(CCc2ccccc2)c1=O	-1%
Cn1c(SCc2ccccc2F)nc2cccnc21	0%
O=C1c2ccccc2C(=O)N1n1c(=O)[nH]c2ccccc2c1=O	-2%
COC(=O)CSc1nc2cc(Cl)ccc2c(=O)n1C1CCCC1	3%
Cn1nc(-c2ccc(N3CCOCC3)c(NS(=O)(=O)c3ccccc3)c2)c2ccccc2c1=O	-6%
CC(=O)Nc1ccc(S(=O)(=O)N(C)c2ccc(O)cc2)cc1	-1%
O=C(O)CCCC[C@H]1SC[C@H]2NC(=O)N[C@@H]21	-2%[12.8 µM]
CN1CCc2cccc(Cl)c2CC1	-2%
COc1ccc(NC2=NCCC(=O)N2Cc2cccs2)cc1	1%
COc1ccccc1CNC(=O)COC(=O)c1ccc(NC(N)=O)cc1	-2%
COc1ccc(-c2csc(NC(=O)C3CCCO3)n2)cc1 (stereo not given)	-4%
COc1ccc2[nH]c(=O)c(CN(Cc3ccc(C)cc3)Cc3nnnn3CC3CCCO3)cc2c1 (stereo not given)	0%
Cc1ccc(C(C)NC(=O)c2cc(C)oc2C)cc1 (stereo not given)	-4%
COc1ccc(CNC(=O)CSc2nnc(-c3ccc(NC(C)=O)cc3)n2C)cc1	-7%
CC(=O)N1CCc2cc(S(=O)(=O)CCC(=O)N3CCN(C(=O)c4ccco4)CC3)ccc21	-5%
CCN1CCN(CCNC(=O)c2ccc(CS(=O)(=O)c3c(Cl)cccc3Cl)o2)CC1	8%
COc1ccc(-c2noc(COc3ccccc3OC)n2)cc1OC	7%
COC(=O)C1C(c2ccccc2)C(C(=O)N2CCN(C)CC2)C1c1ccccc1 (stereo not given)	16%
C=CCN1C(=O)C2C(C(=O)NC)C3(C)C=CC2(O3)C1C(=O)NCc1ccc(OC)cc1 (stereo not given)	20%
COc1ccc(CNC(=O)C(c2ccco2)N(Cc2cccs2)C(=O)Cc2cccs2)cc1 (stereo not given)	-4%
COCCn1c(-c2ccc(OC)cc2)cnc1SCC(=O)Nc1cc(C)on1	-2%
COC(=O)c1cc2oc(C)cc2n1CC(=O)N1CCCc2ccccc21	7%
Cc1nc2nc(COc3ccccc3)nn2c(C)c1Cl	-2%
Cc1ccc(-c2nn3c(C)nnc3s2)cc1NC(=O)c1ccc(Br)o1	12%
CC1(C(=O)NCc2cccnc2)CCC(=O)N1Cc1cccs1 (stereo not given)	14%
N#Cc1ccc2ccn(CC(=O)N3CCCc4ccccc43)c2c1	-2%
Cc1[nH]c2ccc(Br)cc2c(=O)c1CN1CCOCC1	-1%
O=C(O)Cn1nnnc1-c1ccc(F)cc1	-5%
CCn1c(COc2ccc(Cl)cc2)nnc1SCC(=O)Nc1ccc2c(c1)OCCO2	-3%
N=c1c2c(-c3ccccc3)c(-c3ccccc3)n(Cc3ccco3)c2ncn1CCN1CCOCC1	-1%
CC1CCN(CCCNC(=O)c2n[nH]c(=O)c3ccccc23)CC1	-1%
O=C(Nc1cccc(C(=O)N2CCOCC2)c1)c1ncn[nH]1	-3%
O=C(O)COc1ccc(-c2nnn(Cc3ccccc3F)n2)cc1	-6%
O=C(O)/C(Cc1cn[nH]n1)=N\O	-8%[5.75 µM]
O=C(CCc1ccccc1)Nc1nc2ccc(S(=O)(=O)N3CCOCC3)cc2s1	-3%
CCn1nnnc1SCC(=O)N1CCOCC1	1%
O=C1NC(=S)S/C1=C1\Sc2ccccc2N1CCCS(=O)(=O)O	-8%
O=C(Nc1ccccc1)NC1(C(=O)NCc2ccco2)CCCCC1	13%
COc1ccc(N2CSC3=C(C#N)C(c4cc(OC)c(OC)cc4OC)CC(=O)N3C2)c(OC)c1 (stereo not given)	12%
COc1ccc(CCNC(=O)CCNS(=O)(=O)c2ccc3c(c2)CCN3C(C)=O)cc1OC	-4%
CN(C)c1ncc2nc(-c3cccc(C#N)c3)c(=O)n(CCC#N)c2n1	-3%
Nc1nc(-c2cccnc2)cc(-c2cc(-c3cccnc3)nc(N)n2)n1	-2%[5.75 µM]
O=C(c1ccco1)[C@@H]1[C@@H]2C(=O)N(c3ccc(F)cc3)C(=O)[C@@H]2C2c3ccccc3C=CN21 (stereo not given in full)	15%
COc1ccccc1NC(=O)CN1CCCCC1	-2%
Oc1ccc2ccccc2c1C=NCc1c(O)ccc2ccccc12	-1%[5.75 µM]
Cc1cc(C2(c3cc(C)c(O)c(C(=O)O)c3)OS(=O)(=O)c3ccccc32)cc(C(=O)O)c1O	-5%[5.75 µM]
CCOC(=O)C1CCN(C(=O)CN(C)S(=O)(=O)c2cc(C)ccc2OC)CC1	-4%
Cc1cc2c(cc(C(=O)N3CCC(C(=O)NC4CCCC4)CC3)n2Cc2c(F)cccc2Cl)o1	16%
O=C(CSc1nc2c(c(C(F)(F)F)n1)CCc1ccccc1-2)NCc1ccco1	12%
Cc1noc(C)c1COc1cccc(C(=O)Oc2ccc3c(c2)OCO3)c1	2%
CC(C)NC(=O)N1CCC2(CC1)CCN(C(=O)c1cccn1C)CC2	2%
CCCc1ccc(OCC(=O)O)cc1	0%
N#Cc1c2n(c3c(=O)n(Cc4ccccc4)cnc13)CCCC2	-4%
Cc1cc(C)n(-c2nc3ccccc3nc2N2CCN(C(=O)c3ccc(F)cc3)CC2)n1	-3%
COc1ccc(S(=O)(=O)N(CCCN2CCCC2=O)Cc2cc3cc(C)c(C)cc3[nH]c2=O)cc1	-2%
O=C(NCc1ccco1)c1nn(-c2ccccc2)c(=O)c2ccccc12	3%
O=C(Nc1ccc(-c2nc3ccccc3[nH]2)cc1)c1ccco1	-4%
Cc1csc(NC(=O)c2nc3nc(C)cc(C)n3n2)n1	13%
CCOc1ccc2ccccc2c1/C=N/n1cncn1	10%

The listing continues.
SMILES	AmpC det inh
CC12CCC(C(=O)NCC3CCCO3)(OC1=O)C2(C)C (stereo not given)	-6%
O=C(O)CSC1c2ccccc2C(=O)N1Cc1ccccc1 (stereo not given)	-4%
CC(C)Oc1ccc(CNC2CCOC(C)(C)C2)cc1 (stereo not given)	-4%
c1ccc(-c2ccccc2)cc1	10%
Cc1nc(-c2ccc(S(=O)(=O)N3CCCCCC3)cc2)cs1	5%
O=C(CSc1nnnn1-c1cccnc1)NCc1cccs1	-4%
CC(C)OC(=O)CSc1nnc(-c2ccncc2)n1N	0%
CCN(c1ccccc1)c1cc(NC)[n+](C)c(C)n1	1%
Cc1cc(C)nc(SCc2nnc(SCC(=O)Nc3ccc(C)c(C)c3)n2Cc2ccco2)n1	-4%
CSc1nc2cc(S(=O)(=O)N3CCOCC3)ccc2s1	-5%
Cc1occc1C(=O)N1CCC2(CC1)OCCO2	-2%
N#Cc1ccc(CN2CCCC3(CCN(C(=O)c4cccc(F)c4)CC3)C2)cc1	-1%

The last 3 entries of the section above are carried over, then new ones follow.
SMILES	AmpC det inh
CSc1nc2cc(S(=O)(=O)N3CCOCC3)ccc2s1	-5%
Cc1occc1C(=O)N1CCC2(CC1)OCCO2	-2%
N#Cc1ccc(CN2CCCC3(CCN(C(=O)c4cccc(F)c4)CC3)C2)cc1	-1%
CCC(=O)Nc1c(C)nn(C(=O)CC)c1C	4%
NC(=O)c1c(N)sc(=S)n1CC1CCCO1 (stereo not given)	15%
CCN(CC)CCn1c(-c2ccccc2)nc2c(NCCOC)nc(C)nc21	10%
COC(=O)c1ccc(C(NC(=O)OCc2ccccc2)/C(F)=C/[C@@H](C)C(=O)NCc2ccc(OC)c(OC)c2)cc1 (stereo not given in full)	16%
CCCCCn1c(=NC(=O)c2ccco2)c(C(=O)OCC)cc2c(=O)n3ccccc3nc21	13%
CCOC(=O)C1=C(C)NC(C)=C(C(=O)OCC)C1	-2%
Cn1ccnc1C(O)(c1nnc(-c2ccccc2)o1)C(F)(F)F (stereo not given)	9%
CCCc1cc(=O)[nH]c(SCCOc2ccc(Cl)cc2)n1	7%
CCOc1ccc(-c2nc(S(=O)(=O)c3ccccc3)c(NCc3cccnc3)o2)cc1	-3%
CCOC(=O)C1=C(C)Nc2nc(SCC(=O)OC)nn2C1c1cc(F)cc(F)c1 (stereo not given)	15%
CCCCn1c(O)c(C(CC)=NCCCN(C)C)c(=O)[nH]c1=O	-1%
O=C(CN1C(=O)C2CC=CCC2C1=O)OCCN1C(=O)c2ccccc2C1=O (stereo not given)	-1%
COc1ccc(Nc2nnc(Cc3ccccc3)c(=O)[nH]2)c(OC)c1	-1%
c1nc(N2CCC3(CC2)OCCO3)c2[nH]cnc2n1	-3%
CCOC(=O)c1cc2c(=O)n3ccccc3nc2n(Cc2ccc(Cl)cc2)c1=N	-3%
COC(=O)[C@@]1(Cc2ccccc2)[C@H]2c3cc(C(=O)N4CCCC4)n(C)c3C[C@H]2CN1C(=O)c1ccccc1	-3%
CCCCC/C=C\C/C=C\C/C=C\C/C=C\CCCC(=O)Nc1ccc(O)cc1	-10%
COc1cc(CO)cc(-c2cc(CO)cc(OC)c2OC)c1OC	0%
Cc1ccc(S(=O)(=O)Oc2ccc(N=Nc3ccc(-c4ccc(N=Nc5c(O)ccc6cc(S(=O)(=O)O)cc(S(=O)(=O)O)c56)c(C)c4)cc3C)cc2)cc1	-6%
COc1ccccc1-n1cnc2cc(C(=O)NCc3ccco3)ccc21	-3%
O=C(NC1CCCCNC1=O)c1ccc(Cl)cc1 (stereo not given)	-5%
COc1ccc(C(=O)N2CCCC(c3nc(-c4cccs4)no3)C2)cc1OC (stereo not given)	-2%
Cc1ccc(C(=O)OCC(=O)Nc2sc3c(c2C#N)CCCCC3)cc1NC(=O)c1ccco1	0%
CS(=O)(=O)N1CCCC(C(=O)NCc2cccs2)C1 (stereo not given)	0%
Cn1c(C(=O)N(Cc2ccccc2)Cc2ccccn2)cc2sccc21	-4%
Cc1cc(NS(=O)(=O)c2ccccc2)n(-c2ccccc2)n1	14%
O=C(c1cnccn1)N1CCC[C@@]2(CCN(C(c3ccccc3)c3ccccc3)C2)C1	-2%
O=C1c2ccccc2C(Nc2ccc3c(c2)OCCO3)N1c1ccc(Cl)cn1 (stereo not given)	7%
Cc1ccc(-c2cc(=O)[nH][nH]2)c(C)c1	-2%
Cc1csc(C(C#N)C(=O)c2ccc(S(=O)(=O)N3CCCC3)cc2)n1 (stereo not given)	11%
CN1CCN(Cc2cc(=O)oc3cc4c(cc23)CCC4)CC1	1%
O=C(CC1CCCCC1)c1c(O)c2ccccc2oc1=O	-5%
O=C(COC(=O)CNC(=O)C1CCCCC1)Nc1ccc(Cl)cn1	-2%
Cc1cccc(C)c1NC(=O)C1(N(Cc2ccco2)C(=O)c2ccccn2)CCCC1	12%

A portion of the library (hit frequency here may not be typical).
